miR-122 sensor – miR-122 inhibition in Huh7 cells; Huh7 miR-122 Renilla luciferase sensor, 48 h; neutral wells = 0, positive control = 100; activation (reporter increase), % at 12.5 µM; 0.3% of 340,000 active; AID 602342;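 active = mean replicate activation score at least 90 and every replicate individually at or above 90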;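 note: higher luciferase means less miR-122 activity so hits act as miR-122 inhibitors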
C2C12 statin – suppressors of simvastatin-induced myotoxicity in C2C12 myotubes. rescue of ATP level, % at 7.49 µM. 0.78% of 330,000 active. ATP luminescence, 48 h; scaled: DMSO 0, geranylgeraniol control 100;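 active = mean ATP rescue above about 67%, or every replicate alone reaching that limit, limit read from the data, passing the limit was not always enough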;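 note: myotubes were challenged with 10 µM simvastatin during compound exposure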
INS-1E GSIS act – GLuc luminescence reporter in INS-1E cells, primary screen for activators of glucose-dependent secretion of insulin; INS-1E GLuc reporter insulin secretion, 2-3 h; activation, % at 16.6 µM; 0.61% of 370,000 active;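 active = lowest replicate activation of at least 40%, so every replicate reaches that level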;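 note: 0% = median of neutral control wells and 100% = median of IBMX positive control wells; some compounds called inactive have numbers as strong as hits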
Cneo AK release – Cryptococcus neoformans lysis via adenylate kinase release; C. neoformans lysis, adenylate kinase release luminescence, 4 h; normalised: neutral wells 0, clomiphene wells 100; lysis activity, % at 15 µM; 0.2% of 360,000 active; AID 651654;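 active = mean lysis activity across replicates of at least 80%, whatever share of replicates individually reach that level; inactive = mean lysis activity below 80%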
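Material – Cryptococcus neoformans yeast cells · Quantity – 5 × 10^6 yeast cells/mL · Buffer or medium – YPD medium · Compound – single dose · Timing – 4 h static compound exposure, 37 °C, read 1 h post-reagent · Signal – adenylate kinase release luminescence · Read-out basis – lysis from increased AK signal · Benchmarks – Clomiphene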
PglD inh – inhibitors of Campylobacter jejuni PglD acetyltransferase. purified PglD enzyme, DTNB colorimetric CoA detection. inhibition, % at 12.5 µM. 0.098% of 360,000 active; in the data active = inhibition above about 16%, passing the limit was not always enough; note: strong numbers were not always called active
F508del corr – correctors of CFTR F508del function in bronchial epithelial cells; CFBE cells, YFP halide quenching; stimulated with forskolin plus potentiator P3; % fluorescence drop versus neutral controls; activity (quench increase), % at 7.58 µM; 0.36% of 350,000 active; AID 720511;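 active = mean added fluorescence quench of at least 8% versus neutral control, with both replicates also reaching 8%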;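 note: cells transiently co-express mutant CFTR-F508del with the halide-sensitive YFP; corrector assay measuring rescue of mutant channel to the surface after 24 h compound exposure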
PGC1a acetyl inh – modulators of PGC1a acetylation; U2OS PGC1a acetylation, AlphaScreen anti-acetyl-lysine; with virally co-expressed GCN5 acetyltransferase; inhibition, % at 15.6 µM; 0.17% of 350,000 active;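 active = every replicate shows inhibition of at least 40%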;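 note: 0% = neutral control wells and 100% = positive control wells; some results beyond the cut were filed as inactive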
FN deposit inh – fibronectin deposition inhibition | 0.086% of 350,000 active | inhibition, % at 12.6 µM | AH1F fibroblasts, Alexa488-fibronectin deposition fluorescence, overnight;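 active = mean inhibition across replicates of 30% or more, regardless of how many single replicates reach that level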;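 note: positive control wells lacked labelled fibronectin entirely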
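Schedule: 1 h cell adhesion before compound, then overnight fibronectin incubation; test system: AH1F fibroblast monolayer depositing Alexa488-labelled fibronectin into matrix; quantity: 10000 AH1F cells per well; probe or stimulus: fluorescent fibronectin at 24 nM final; signal: fluorescence, ex 485 nm, em 525 nm; evaluation: percent inhibition as loss of matrix-bound fibronectin fluorescence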
Active calls of the source: *; · = not tested or not shown; [ ] = another dose, or the depositor's remark.

Structure | miR-122 sensor | C2C12 statin | INS-1E GSIS act | Cneo AK release | PglD inh | F508del corr | PGC1a acetyl inh | FN deposit inh
COc1ccccc1C(=O)OCCNC(=O)Cn1cnc2c1c(=O)n(C)c(=O)n2C | -5 | -7 | 4 | 0 | 9 | -0.8 | 3 | 11
C[C@@H]1CCCCO[C@@H](CN(C)C(=O)Nc2ccc(C(F)(F)F)cc2)[C@H](C)CN([C@H](C)CO)C(=O)c2cc(NS(C)(=O)=O)ccc2O1 | -3[16.7 µM] | · | -24 | 0 | 0 | 1.1 | 11 | ·
CCCNC(=O)C[C@H]1C[C@H]2c3cc(NC(=O)c4ccc5c(c4)OCO5)ccc3O[C@H]2[C@H](CO)O1 | 2[16.7 µM] | -2 | 8 | -4 | -8 | 0.3 | -4 | -9
COc1ccc([N+](=O)[O-])cc1NC(=O)c1cn(-c2ccc(C)c(C)c2)c(=O)c2ccccc12 | -4 | -17 | · | -2 | -1 | · | -7 | 2
Cc1ccc(NC(=O)c2nnn(-c3cc(C)cc(C)c3)c2N)cc1 | 4 | 7 | · | -1 | 2 | · | 11 | 0
O=C(O)c1ccc(-n2nnnc2Oc2cccc3cccnc23)cc1 | · | -6 | 13 | 1 | -3 | · | 7 | -2
O=S(=O)(c1ccc(F)cc1)N1CCN(C(=S)NCCc2ccccc2)CC1 | 5 | · | -7 | -1 | -2 | 0.7 | · | 13
COc1ccc(OC)c(NC(=O)CS(=O)(=O)c2cn(CC(=O)N3CCOCC3)c3ccccc23)c1 | · | 14 | 2 | -1 | 2 | -0.9 | · | 10
CCOc1cc(S(=O)(=O)NCC2CCCO2)ccc1F (stereo not drawn) | 19 | -7 | -8 | 0 | 5 | -5.6 | 11 | 3
Cc1cc(C)c(NC(=O)c2cc(C(=O)O)ccc2C(=O)O)c([N+](=O)[O-])c1 | 0 | -2 | 5 | · | · | 2.0 | 12 | -1
CCCC#Cc1ccc2c(c1)O[C@H](CN(C)C(=O)COC)[C@@H](C)CN([C@H](C)CO)S2(=O)=O | 0[16.7 µM] | -13 | -3 | 5 | -2 | -3.4 | -1 | 3
CCOc1c(S(=O)(=O)NC2CC(C)(C)NC(C)(C)C2)ccc(Cl)c1Cl | -3 | -2 | -1 | -2 | -1 | 0.3 | -1 | 3
CC(OC(=O)c1cc(=O)[nH]c2ccccc12)C(=O)c1ccccc1 (stereo not drawn) | 2 | · | 18 | -3 | -5 | -1.0 | -1 | 1
Cc1ccc(CNC(=O)CN(C(=O)C2(C)CC(=O)N=C3C=CC=CN32)c2ccccc2)cc1 (stereo not drawn) | -6 | -27 | 9 | 3 | -4 | 1.9 | -2 | -10
Cc1ccc(C(=O)NCC(=O)NCC(c2cccs2)N2CCOCC2)cc1 (stereo not drawn) | 3 | -5 | -2 | -1 | -4 | -0.5 | 1 | -6
COc1ccc(NC(=O)CSc2nnc3n2CCCCC3)cc1OC | 6 | 13 | 29 | 1 | 2 | 1.1 | 8 | -12
Cc1ccc(N2CCN(CCc3nc4cc(NS(C)(=O)=O)ccc4n3C)CC2)cc1 | -4 | 2 | · | 0 | -3 | · | -3 | 3
CO[C@@H]1CN(C)C(=O)c2cc(NS(=O)(=O)CC(F)(F)F)ccc2OC[C@H](C)N(CCC(F)(F)F)C[C@H]1C | 27[16.7 µM] | -4 | 1 | -3 | -1 | -1.4 | 5 | -11
CCOC(=O)CC1=CC(=O)Nc2ccccc2N1 | -7 | 11 | · | 1 | -4 | · | -9 | ·
COc1ccc(NC2CCCN(C(=O)CN3CCOC3=O)C2)cc1OC (stereo not drawn) | -8 | -6 | 7 | -2 | -2 | -1.8 | 3 | -35
COCC(=O)NC1CC2CCC(C1)N2C(=S)Nc1ccccc1C(=O)OC (stereo not drawn) | · | · | 8 | · | · | 0.8 | -6 | 3
CCOC(=O)c1ccc(NC(=O)C23CCC(C)(C(=O)O2)C3(C)C)cc1 (stereo not drawn) | 0 | 9 | · | -4 | -2 | · | 6 | -7
Cc1ccc(S(=O)(=O)N(C)C[C@H]2Oc3ncc(C#CCC(C)C)cc3C(=O)N([C@H](C)CO)C[C@@H]2C)cc1 | 58[16.7 µM] | · | -18 | -5 | 3 | -0.9 | -8 | ·
COc1cccc(C2C(C(=O)c3cc4ccccc4o3)=C(O)C(=O)N2CCN(C)C)c1OC (stereo not drawn) | 2 | · | · | 0 | 6 | · | 4 | ·
COC(=O)C1CCN(C(=O)CSc2nc3nc(C)cc(C)n3n2)CC1 | 4 | 15 | 8 | -2 | 0 | 1.1 | 11 | -2
C=CCNc1nc(N)c([N+](=O)[O-])c(NC2CCCCC2)n1 | -9 | 30 | 20 | -1 | 8 | 0.6 | -6 | 2
N#Cc1c(SCC(=O)Nc2cccc(C(F)(F)F)c2)sc2c(O)cc(=O)[nH]c12 | · | 3 | -7 | 1 | 5 | 2.8 | · | -5
COc1ccc(N(CC(=O)NC2CCCCC2)C(=O)CCC(=O)Nc2nc(C)cs2)cc1OC | -7 | -9 | 3 | 0 | 1 | -0.5 | 9 | 1
CCOc1ccc(NC2=NCC(=O)N2Cc2cccs2)cc1 | · | 4 | 26 | 4 | 3 | · | · | ·
COc1ccc(C(=O)c2c[nH]c(C(=O)NCCCn3ccnc3)c2)cc1 | 1 | 7 | 8 | -1 | 5 | 0.6 | · | -1
CC(=O)OCC(=O)NCc1ccc2c(c1)OCO2 | 0 | 10 | · | -1 | -1 | · | 1 | ·

Gathered by group, the compounds so far with an aryl methoxy group
Structure | miR-122 sensor | C2C12 statin | INS-1E GSIS act | Cneo AK release | PglD inh | F508del corr | PGC1a acetyl inh | FN deposit inh
COc1ccccc1C(=O)OCCNC(=O)Cn1cnc2c1c(=O)n(C)c(=O)n2C | -5 | -7 | 4 | 0 | 9 | -0.8 | 3 | 11
COc1ccc([N+](=O)[O-])cc1NC(=O)c1cn(-c2ccc(C)c(C)c2)c(=O)c2ccccc12 | -4 | -17 | · | -2 | -1 | · | -7 | 2
COc1ccc(OC)c(NC(=O)CS(=O)(=O)c2cn(CC(=O)N3CCOCC3)c3ccccc23)c1 | · | 14 | 2 | -1 | 2 | -0.9 | · | 10
COc1ccc(NC(=O)CSc2nnc3n2CCCCC3)cc1OC | 6 | 13 | 29 | 1 | 2 | 1.1 | 8 | -12
COc1ccc(NC2CCCN(C(=O)CN3CCOC3=O)C2)cc1OC (stereo not drawn) | -8 | -6 | 7 | -2 | -2 | -1.8 | 3 | -35
COc1cccc(C2C(C(=O)c3cc4ccccc4o3)=C(O)C(=O)N2CCN(C)C)c1OC (stereo not drawn) | 2 | · | · | 0 | 6 | · | 4 | ·
COc1ccc(N(CC(=O)NC2CCCCC2)C(=O)CCC(=O)Nc2nc(C)cs2)cc1OC | -7 | -9 | 3 | 0 | 1 | -0.5 | 9 | 1
COc1ccc(C(=O)c2c[nH]c(C(=O)NCCCn3ccnc3)c2)cc1 | 1 | 7 | 8 | -1 | 5 | 0.6 | · | -1
